Screens: PubChem BioAssay, several laboratories
RmlCD inh 1536 = M. tuberculosis RmlC/RmlD inhibition; P9WH09+P9WH11; RmlC+RmlD coupled enzyme assay, percent inhibition; primary screen in compound mixtures; inhibition, % at 3.6 µM; actives 0.03% (n = 160,000); AID 1533; in the data active means inhibition mostly above about 34%, no sharp cut-off; inconclusive means no clear call, values can overlap the other calls; inactive means mostly below about 22%; further: some results filed as inactive read as strong as hits
Target sequence (P9WH09 whole entry, looked up): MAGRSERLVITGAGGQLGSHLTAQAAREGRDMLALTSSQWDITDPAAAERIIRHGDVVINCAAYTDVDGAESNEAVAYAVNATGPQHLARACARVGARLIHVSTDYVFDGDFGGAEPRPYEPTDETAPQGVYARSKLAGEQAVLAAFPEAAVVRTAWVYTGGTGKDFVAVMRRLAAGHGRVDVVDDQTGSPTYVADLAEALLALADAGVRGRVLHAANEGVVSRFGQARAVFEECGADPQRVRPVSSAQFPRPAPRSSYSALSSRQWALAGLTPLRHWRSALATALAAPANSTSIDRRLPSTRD
Target sequence (P9WH11 whole entry, looked up): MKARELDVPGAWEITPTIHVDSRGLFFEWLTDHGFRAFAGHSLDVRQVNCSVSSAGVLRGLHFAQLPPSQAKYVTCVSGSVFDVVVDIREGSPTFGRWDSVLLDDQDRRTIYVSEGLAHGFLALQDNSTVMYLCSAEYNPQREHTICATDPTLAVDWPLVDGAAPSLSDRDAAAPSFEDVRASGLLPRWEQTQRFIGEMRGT
M. tuberculosis GlmU = inhibition of mycobacterial GlmU enzyme – biochemical, glucosamine-1-phosphate acetyltransferase (AID 1376); actives 0.25% (n = 220,000); one-dose inhibition, %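 (tested at 30 µM in the primary screen)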; IC50 in µM for titrated hits; M. tuberculosis GlmU acetyltransferase enzyme assay; higher % means a stronger effect; in the data active means inhibition above about 13%; inconclusive means no clear call, values can overlap the other calls;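 further: 0% = complete reaction with vehicle and 100% = reaction without substrate; strong numbers were not always called active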
An asterisk follows results filed as active; u = inconclusive; x = no result given.

| smiles | RmlCD inh 1536 | M. tuberculosis GlmU |
| --- | --- | --- |
| CC(=O)OCC1(C)CN(c2ccccc2)NC1=O (centres undefined) | 4 | 4.0% |
| COc1cccc(C2CC(c3cccs3)=NN2C(=O)CSc2nc3ccccc3s2)c1OC (centres undefined) | 7 | -3.4% |
| CCCCNC(=S)N/N=C/c1ccccc1F | x | -4.3% |
| Cc1ccc(CN2C(=O)c3ccccc3C2C(=O)NCC2CCCO2)cc1 (centres undefined) | 3 | -0.1% |
| CCCCC(=O)Oc1cc(C)[nH]c(=O)c1[N+](=O)[O-] | -1 | x |
| O=C(CSc1nnc(-c2ccc(OC(F)F)cc2)o1)NC(=O)NCc1ccco1 | 6 | -0.5% |
| O=C(Nc1cccc([N+](=O)[O-])c1)Nc1ccc2c(c1)OCCO2 | -8 | -1.0% |
| CC(C)(C)C(=O)Nc1ccccc1N1CCN(C(=O)c2ccc(Cl)cc2)CC1 | -12 | -3.4% |
| Cc1ccc(CNC(=O)Nc2ccccc2)cc1 | x | 5.2% |
| O=C(/C=C/c1ccc(Cl)c([N+](=O)[O-])c1)Nc1cccc(NC(=O)c2ccco2)c1 | x | -1.8% |
| Cc1cc(C)n(-c2nc(NCCN(C)C)c3c4c(sc3n2)CCCC4)n1 | 24 | -4.0% |
| CCOC(=O)CNC(=O)C(CC(C)C)NC(=O)C1CCCCC1 (centres undefined) | -9 | 18% |
| COc1ccc(-c2cc(=O)c3cc(OC)ccc3[nH]2)cc1 | x | -1.2% |
| CCOc1ccc(-n2c(=O)c3c4c(sc3n(CC(=O)NCc3ccco3)c2=O)CCC4)cc1 | 8 | 0.3% |
| O=C(Cc1cccc2ccccc12)OCn1nnc2ccccc2c1=O | 7 | 1.5% |
| COc1ccc(-c2nnc(SC3CCOC3=O)n2C2CCCCC2)cc1OC (centres undefined) | 16 | 0.4% |
| COc1ccc(Br)cc1C(=O)Nc1cccc(C)c1 | -2 | -7.1% |
| Cc1cc(-c2csc3nc[nH]c(=S)c23)cc(C)c1C | x | 5.7% |
| COC(=O)CCCc1nc2ccccc2s1 | -15 | 0.2% |
| CC(C)C(=O)N1CCC2(CC1)Oc1ccc(F)cc1C(=O)C21CC(c2ccccc2)=NO1 (centres undefined) | 6 | 3.0% |
| Cc1cccc2c1N1C(=O)c3c(C(=O)O)cccc3C1CC2C (centres undefined) | x | -0.8% |
| Cc1[nH]nc2c1C(c1ccc(-c3ccc(Cl)cc3)o1)C(C#N)=C(N)O2 (centres undefined) | 11 | -2.1% |
| Cc1cc(C)c2ccc(/C=N/O)nc2c1O | -14 | 0.6% |
| CC(C)c1ccc(NC(=O)N2CCCC2C(=O)Nc2ccc(-n3cnnn3)cc2)cc1 (centres undefined) | x | -3.6% |
| COc1ccc(Cl)cc1C(=O)O/N=C(\N)c1ccncc1 | 8 | 7.5% |
| Cc1noc(-c2ccc(Cl)cc2)c1C(=O)O/N=C(\N)c1ccc(C(C)(C)C)cc1 | 8 | -4.0% |
| COc1cc(/C=C/C(=O)OCC(=O)Nc2ccccc2Cl)cc(OC)c1OC | -4 | -0.5% |
| CN(C[C@H](Cc1ccccc1)N(C[C@H](c1ccccc1)N(CCc1ccccc1)N=O)N=O)N=O | x | 2.3% |
| COc1ccc(C(C)=O)cc1CSc1nc2ccccc2o1 | 5 | 1.2% |
| CCOC(=O)c1c(NC(C)=O)sc2c(O)c(CN3CCN(CC)CC3)ccc12 | -13 | -3.6% |

Single records, from the list above.
`CN(C[C@H](Cc1ccccc1)N(C[C@H](c1ccccc1)N(CCc1ccccc1)N=O)N=O)N=O` is listed as RmlCD inh 1536 = x; M. tuberculosis GlmU = 2.3%
`COc1ccc(Cl)cc1C(=O)O/N=C(\N)c1ccncc1` is listed as RmlCD inh 1536 = 8; M. tuberculosis GlmU = 7.5%

(listing goes on)
| smiles | RmlCD inh 1536 | M. tuberculosis GlmU |
| --- | --- | --- |
| Cc1cc(C)n2nc(C(=O)OCC(=O)Nc3ccc4c(c3)OC(F)(F)O4)nc2n1 | -9 | -1.1% |
| COc1ccc(C(=O)NC(=S)NCc2cccnc2)cc1[N+](=O)[O-] | 1 | 6.9% |
| O=Cc1cn(Cc2ccc(F)cc2)c2ccccc12 | 6 | -4.7% |
| O=C(CN1CCN(c2ccc(O)cc2)CC1)Nc1cc(S(=O)(=O)N2CCCCC2)ccc1Cl | 6 | 2.6% |
| CC(C(=O)OCC(=O)Nc1ccc2c(c1)OCO2)N1C(=O)c2ccccc2C1=O (centres undefined) | -11 | -3.6% |
| CCOc1ccccc1NC(=O)CNS(=O)(=O)c1ccc2nc(C)sc2c1 | 5 | 3.2% |
| CCOC(=O)c1[nH]c2c(c1C)C(=O)CC(c1ccco1)C2 (centres undefined) | 4 | 3.1% |
| COc1cc(C2NC(=O)NC(C)=C2C(=O)NCc2ccccc2)c(Cl)cc1O (centres undefined) | 0 | 1.9% |
| CCOC(=O)OC(C)OC1=C(C(=O)Nc2ccccn2)N(C)S(=O)(=O)c2ccccc21 (centres undefined) | x | 3.0% |
| O=C(Nc1ccc2c(c1)OCO2)c1sc2cc(Cl)ccc2c1Cl | 10 | -3.8% |
| S=c1[nH]c2ccccc2c2ccccc12 | 2 | 3.0% |
| NS(=O)(=O)c1ccc(NC(=O)COc2ncnc3c2cnn3-c2ccccc2)cc1 | -4 | -4.6% |
| c1ccc(CCc2nn3c(-c4ccncc4)nnc3s2)cc1 | 13 | 7.0% |
| CN1CCN(c2ccc(CNS(=O)(=O)Cc3ccc(Cl)cc3)cc2)CC1 | 3 | -7.6% |
| O=C(CCCNC(=O)c1ccc(Cl)cc1)Nc1ccc(S(=O)(=O)Nc2ncccn2)cc1 | 1 | 0.7% |
| CCOc1ccc(C(=O)Nc2cccc(NC(=O)c3cccs3)c2)cc1[N+](=O)[O-] | x | -0.8% |
| CCN1CCN(C(=O)c2ccc3c(=O)n(Cc4ccccc4OC)c(=S)[nH]c3c2)CC1 | x | 2.1% |
| O=C(c1ccc(Br)o1)N(Cc1ccccc1)c1ccccn1 | x | 8.2% |
| O=C(O)c1cccc(COc2ccccc2Cl)c1 | -10 | -4.9% |
| CCOC(=O)c1ccccc1NC(=O)c1cccnc1 | x | 3.3% |

Some of the entries so far, field by field:
COc1cc(/C=C/C(=O)OCC(=O)Nc2ccccc2Cl)cc(OC)c1OC
  RmlCD inh 1536 = -4 | M. tuberculosis GlmU = -0.5%

Cc1[nH]nc2c1C(c1ccc(-c3ccc(Cl)cc3)o1)C(C#N)=C(N)O2 (centres undefined)
  RmlCD inh 1536 = 11 | M. tuberculosis GlmU = -2.1%

CCOC(=O)CNC(=O)C(CC(C)C)NC(=O)C1CCCCC1 (centres undefined)
  RmlCD inh 1536 = -9 | M. tuberculosis GlmU = 18%

CC(=O)OCC1(C)CN(c2ccccc2)NC1=O (centres undefined)
  RmlCD inh 1536 = 4 | M. tuberculosis GlmU = 4.0%

(continued)
| smiles | RmlCD inh 1536 | M. tuberculosis GlmU |
| --- | --- | --- |
| COc1ccc(N/C(C)=C2/C(=O)C(=O)N(CCO)C2c2ccc([N+](=O)[O-])cc2)cc1 (centres undefined) | -11 | 1.0% |
| N#Cc1ccccc1Sc1ccccc1N | 0 | 2.9% |
| CC1=C(C)/C(=N\OS(=O)(=O)c2ccccc2)C=CC1=O | x | 4.4% |
| O=C(C1=C[C@@H](C2CCCCC2)C[C@@H](OCCCCO)O1)N1CCOCC1 | x | 1.3% |
| Cn1c2c(c(=O)n(C)c1=O)C(c1ccccc1Cl)C(C#N)=C(N)O2 (centres undefined) | -9 | -2.6% |
| COCCn1c(=S)[nH]c2cc(C(=O)NCCc3ccc(OC)c(OC)c3)ccc2c1=O | 2 | 3.5% |
| COc1ccc2[nH]c(C(O)(Cc3cccnc3)Cc3cccnc3)cc2c1 | -9 | -1.9% |
| CC1(C)CC(N(Cc2ccc(F)cc2)C(=O)c2ccc(F)cc2)CCO1 (centres undefined) | -11 | -4.8% |
| Cc1cc(/C=C2\C(=O)NC(=O)N(c3cccc(F)c3)C2=O)c(C)n1-c1cc(C(=O)O)cc(C(=O)O)c1 | 9 | 8.0% |
| CN(C)c1cccc(C(=O)OCC(=O)Nc2ccccc2-c2ccccc2)c1 | 14 | -0.1% |

(cont.)
Each structure is followed by: RmlCD inh 1536, M. tuberculosis GlmU
> CCn1c(SCC(=O)c2[nH]c(C)c(C(C)=O)c2C)nnc1-c1ccncc1
  x, 2.6%
> CC(=O)n1cc(/C=N/NC(N)=S)c2ccccc21
  19, -6.3%
> O=C1NC[C@H](Cc2ccc(O)cc2)N(CC2CCCCC2)C1=O
  -12, 8.5%
> O=C(O)c1cccc(S(=O)(=O)Nc2ccc([N+](=O)[O-])cc2O)c1
  -13, 1.8%
> CCOc1ccc(CCN2C(=O)CCC2(C)C(=O)NC(C)CC)cc1OCC (centres undefined)
  x, 7.7%
> CC1OC(OCC2OC(Oc3c(-c4ccc(O)cc4)oc4cc(O)cc(O)c4c3=O)C(O)C(O)C2O)C(O)C(O)C1O (centres undefined)
  8, 4.0%
> COc1ccc2nc(SCC(=O)Nc3nccs3)[nH]c2c1
  3, 0.9%
> CCOC(=O)c1c[nH]n(-c2ccc(C)cc2)c1=O
  4, -4.0%
> CCCCN(C(=O)NC(=O)Nc1cc(C)ccc1C)S(C)(=O)=O
  16, 6.4%
> CCn1c(SCC(=O)Nc2nc(C)c(C(=O)OC)s2)nnc1C(C)C
  x, 0.7%
> O=C(CSc1nnc(Cn2c(=O)sc3ccccc32)n1-c1ccccc1)NCc1ccco1
  5, -3.2%
> Cc1ccc(CNC(=O)Cn2c(=O)c3sccc3n(Cc3cccc([N+](=O)[O-])c3)c2=O)cc1
  x, 3.0%
> CCNC(=O)NC(=O)CSc1nc2ccccc2n1CC(C)C
  x, -4.2%
> Cc1cc(C)nc(SCc2cn3cc(Cl)ccc3n2)n1
  x, 3.7%
> CCOC(=O)N1CCN(CC(O)COC2CC(C)CC(C)(C)C2)CC1 (centres undefined)
  u, 0.7%
> COc1ccc2[nH]c(C(=O)O)c(CCN3C(=O)c4cccc([N+](=O)[O-])c4C3=O)c2c1
  3, 1.6%
> C=CCSc1nc2ccccc2c2nc(-c3ccccc3)nn12
  x, -1.6%
> CCOC(=O)Cc1csc(NC(=O)c2cccc(N3C(=O)CCC3=O)c2)n1
  x, -6.1%
> O=C(/C=C/c1cccs1)c1cc(Cl)ccc1O
  8, 5.1%
> OCCCn1c(C2CCCN2c2nc(-c3ccc(Cl)cc3)cs2)nc2cc(C(F)(F)F)ccc21 (centres undefined)
  x, 3.7%
> COc1ccc(NC(=O)C(NC(=O)c2ccccc2)C(C)C)cc1 (centres undefined)
  -7, -0.1%
> Nc1nnc(CCCCCCCCCCc2nnc(N)s2)s1
  -13, 1.7%
> CCOCCOC(=O)c1ccc(-n2cnc(C)n2)nc1
  x, -0.7%
> COc1ccc(-c2cc(CN3C(=O)c4ccccc4C3=O)on2)cc1
  x, -1.6%
> COc1ccc(-c2nc3cc(C)ccn3c2NCC2CCCO2)cc1OC (centres undefined)
  x, -4.3%
> COc1ccccc1NC(=O)c1c(NC(=O)CCC(=O)O)sc2c1CCCCC2
  76, 4.3%
> CCOC(=O)c1c(-c2ccc(C)o2)csc1NC(=O)CSc1nnnn1-c1ccccc1
  x, 4.2%
> CCCC[n+]1c(-c2ccc(Cl)cc2Cl)csc1Nc1ccccc1
  -3, -3.5%
> O=C(CSCc1ccc([N+](=O)[O-])cc1)NC1CCCCCC1
  8, 0.8%
> COc1ccccc1Nc1nc(-c2c(C)[nH]c3ccccc23)cs1
  -12, 8.4%
> COc1cc(OC)cc(-n2nnnc2SCC(=O)Nc2ccc(C(C)=O)cc2)c1
  x, -5.9%
> CCN1CC(CN(C)Cc2nc(-c3ccc(C(F)(F)F)cc3)no2)CC1=O (centres undefined)
  11, -4.4%
> Cc1ccc(S(=O)(=O)N2CCN(c3ccccn3)CC2)cc1
  x, 3.1%
> O=C(Nc1cccc(S(=O)(=O)N2CCOCC2)c1)c1c2c(nc3ccccc13)CCC2
  4, 4.7%
> CNc1nc(C)c(C#N)cc1C(C)=O
  10, 1.2%
> CNCC(O)Cn1c(C(F)(F)F)nc2ccccc21 (centres undefined)
  x, 2.0%
> COc1cc2c(cc1OC)-c1cc(NC3CC3)nc(=O)n1CC2
  3, -2.1%
> Nc1ncnc(Nc2cc(Cl)cc(Cl)c2)c1[N+](=O)[O-]
  -4, -5.9%
> Cc1ccc(C(=O)Cn2ncsc2=N)cc1
  8, -2.7%
> Cc1cccc(NC(=O)C2CC(=O)OC23CCCC3)c1 (centres undefined)
  x, 6.3%
> CCOCc1[nH]c(=S)[nH]c(=O)c1Cc1ccc(OCC(C)C)cc1
  6, 4.0%
> NC(=O)CCC(NS(=O)(=O)c1ccc(Cl)cc1)C(=O)NCc1ccccc1 (centres undefined)
  -8, -6.9%
> O=C(c1cccc(Cl)c1)N1CCN(C(=O)c2ccco2)CC1
  7, 7.7%
> Cc1c(NC(=O)/C=C/c2cn(-c3ccccc3)nc2-c2ccccc2)c(=O)n(-c2ccccc2)n1C
  9, -1.0%
> Cc1ccccc1-c1nc(CN2CCCC(C(=O)NCCCN3CCOCC3)C2)c(C)o1 (centres undefined)
  30, x
> CCOC(=O)C1=C(c2ccc(OC)cc2)OC(N)=C(C#N)C1c1cccnc1 (centres undefined)
  x, 6.3%
> O=C1c2ccccc2C(=O)N1Cc1cnc(N2CCN(c3ccccc3)CC2)s1
  3, -4.5%
> CC(C)=CCC12CN3CCN(CC(C3)C1=O)C2
  x, 2.8%
> CCC1=CCN(CCc2c(C)[nH]c3ccccc23)CC1
  x, 0.8%
> CCOc1ccccc1CNCCNC(=O)c1nonc1N
  x, -3.7%
> Cc1ccccc1NC(=O)c1cc(=O)c2ccccc2o1
  x, 4.4%
> O=C(O)Cc1c[nH]c2ccccc12
  x, -3.2%
> COCCn1c(=O)c2cc3c(=O)n(CCOC)c(=O)c3cc2c1=O
  15, 0.5%

These rows are one share of the data. The share of hits here may be higher or lower than overall.
